APOBEC3G inh: inhibitors of human APOBEC3G DNA deaminase; Q9HC16; recombinant A3G, ssDNA deamination FAM/TAMRA fluorescence; inhibition, % at 20 µM; 330,000 tested, 0.28% active; AID 493012;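 active means inhibition of at least 40% at 20 µM, with no more than 30% in the related APOBEC3A deaminase screen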;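 further: plate controls were DMSO wells with A3G for no effect and wells lacking A3G enzyme for full effect; some compounds called inactive have numbers as strong as hits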
Target sequence (Q9HC16 whole entry, looked up): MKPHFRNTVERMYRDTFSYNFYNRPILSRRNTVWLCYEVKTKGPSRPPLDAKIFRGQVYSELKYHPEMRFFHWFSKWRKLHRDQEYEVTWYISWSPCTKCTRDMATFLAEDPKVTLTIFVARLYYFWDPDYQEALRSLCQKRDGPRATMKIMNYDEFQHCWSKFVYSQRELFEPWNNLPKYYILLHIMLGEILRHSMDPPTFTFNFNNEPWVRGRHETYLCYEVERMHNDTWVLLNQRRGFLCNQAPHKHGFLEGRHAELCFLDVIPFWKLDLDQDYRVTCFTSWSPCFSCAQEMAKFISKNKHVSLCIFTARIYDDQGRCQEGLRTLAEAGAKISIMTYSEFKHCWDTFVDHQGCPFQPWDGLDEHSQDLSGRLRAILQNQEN
MIN6 prolif: MIN6 beta-cell proliferation induction | MIN6 cells proliferation, ATPlite luminescence, 48 h; cells starved in 0.2% serum; 100% = growth in 10% serum | proliferation, % at 10 µM | 330,000 tested, 0.29% active | AID 2380;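 active means compounds whose signal lies at least 3.5 SD above the mean of all wells on their plate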;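 further: 0% = DMSO-treated cells in low-serum medium and 100% = 10% serum control; some compounds called inactive have numbers as strong as hits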
hIAP activ: increases human intestinal alkaline phosphatase activity | P09923 | purified human IAP, CDP-Star luminescence, 30 min; active compounds read high; 1 = vehicle-only enzyme, 0 = enzyme-free background | activation factor at 10 µM | 330,000 tested, 0.16% active | AID 2524;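 active means activation factor of the enzyme at least 2-fold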; further: the source names both 10 and 20 µM as test concentration; values of inactives mirror those of a sister screen read the other way
Target sequence (P09923 whole entry, looked up): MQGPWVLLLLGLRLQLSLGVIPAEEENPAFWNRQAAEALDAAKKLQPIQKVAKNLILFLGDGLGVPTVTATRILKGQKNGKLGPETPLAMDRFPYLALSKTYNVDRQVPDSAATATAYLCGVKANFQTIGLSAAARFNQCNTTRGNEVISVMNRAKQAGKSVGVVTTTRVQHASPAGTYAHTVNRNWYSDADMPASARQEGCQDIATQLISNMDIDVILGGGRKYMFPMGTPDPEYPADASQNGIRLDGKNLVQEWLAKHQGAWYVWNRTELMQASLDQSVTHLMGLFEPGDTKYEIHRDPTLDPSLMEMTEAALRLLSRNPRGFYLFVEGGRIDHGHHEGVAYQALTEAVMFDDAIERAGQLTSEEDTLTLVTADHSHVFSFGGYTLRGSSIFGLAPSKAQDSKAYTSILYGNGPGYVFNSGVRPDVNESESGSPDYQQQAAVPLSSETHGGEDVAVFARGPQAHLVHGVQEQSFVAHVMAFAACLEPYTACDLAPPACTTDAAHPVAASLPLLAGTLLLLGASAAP
NR3A LBD binder: modulates the human NR3A ligand-binding domain | NR3A LBD differential scanning fluorimetry, Tm shift; 0% = protein alone, 100% = glycine-bound protein | Tm shift relative to glycine control, % at 25 µM | 340,000 tested, 2.5% active;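 active means melting temperature shift of at least 10% of the positive control shift, at one fixed dose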
mIAP activ: increases mouse intestinal alkaline phosphatase activity. muIAP, CDP-Star luminescence, 30 min; active compounds read high; 1 = vehicle-only enzyme signal, 0 = enzyme-free wells. activation factor at 10 µM. 330,000 tested, 0.24% active;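 active means activation factor of at least 2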; further: the source names both 10 and 20 µM as test concentration; values of inactives mirror those of a sister screen read the other way
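System: mouse IAP enzyme. Reagent: CDP-Star chemiluminescent phosphatase substrate. Benchmarks: DMSO wells, no-enzyme wells. Times: 30 min enzyme-substrate-compound incubation at room temperature. Detection: luminescence from enzymatic CDP-Star hydrolysis. Doses: test compounds delivered from DMSO solution.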
A3A deaminase: human APOBEC3A DNA deaminase inhibition. P31941. recombinant A3A, FAM/TAMRA ssDNA deamination fluorescence. inhibition, % at 20 µM. 330,000 tested, 0.41% active. AID 493011;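 active means at least 40% inhibition at 20 µM here, with at most 30% in a related deaminase screen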;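 further: plate controls were A3A with DMSO for no effect and wells lacking A3A enzyme for full effect; some results filed as inactive read as strong as hits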
mIAP inh: mouse IAP inhibition. purified mouse IAP, CDP-Star luminescence, 30 min. inhibition, % at 10 µM. 330,000 tested, 0.2% active;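 active means inhibition of at least 40% at 10 µM in the primary screen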;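 further: plate controls were DMSO with enzyme for no effect and no enzyme wells for full effect; values of inactives mirror those of a sister screen read the other way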
hIAP block: human IAP inhibition; purified IAP, CDP-Star luminescence, 30 min; P09923; 330,000 tested, 0.12% active; AID 2544; inhibition, % at 10 µM;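 active means inhibition reaching a set limit with compound at 10 µM in the primary screen, cut at about 35% in these data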;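 further: plate controls were DMSO wells with enzyme for no effect and no-enzyme buffer wells for full effect; values of inactives mirror those of a sister screen read the other way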
MPTP inh: permeability transition pore inhibition. 360,000 tested, 1.4% active. inhibition, % at 10 µM. isolated mouse mitochondria, Ca2+ swelling absorbance, 30 min;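 active means inhibition of 50% or more, scaled per plate between neutral and stimulator controls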;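 further: 0% = DMSO wells given calcium and 100% = 1 mM EGTA wells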
* = called active by the depositor; / = no result given. Rows were taken by chance; 5% or so of the library scored in one or more.

SMILES	APOBEC3G inh	MIN6 prolif	hIAP activ	NR3A LBD binder	mIAP activ	A3A deaminase	mIAP inh	hIAP block	MPTP inh
COc1ccc(/C(N)=N/OC(=O)Cc2ccc(C)cc2)cc1	-10	-1	1.1	3	1	1	0	-9	-0.4
COc1ccc2nc(NC(=O)CSC(C)C(=O)Nc3cc(C)on3)sc2c1 (centres undefined)	0	3	1.1	-1	0.99	3	1	-12	-0.1
CNC(=O)CN(Cc1ccccc1)S(=O)(=O)c1ccc(Cl)cc1	-2	-4	0.9	3	0.99	-5	1	10	0.4
CCOc1ccc(N=C2SCC(=O)N2CC)cc1	0	1	1	-1	0.96	0	4	-1	1.8
CCOC(=O)C1CCN(c2c(Nc3ccc4c(c3)OCCO4)c(=O)c2=O)CC1	-11	-4	0.92	0	0.86	-5	14	8	0.2
O=C(Nc1cccnc1)C1CCCN(c2ncnc3c2nc2n3CCCCC2)C1 (centres undefined)	3	-2	0.94	-1	1	-2	-3	6	-0.6
OCCC1CN(Cc2cnc(-c3ccccc3)s2)CCN1CCc1ccccc1 (centres undefined)	-3	-1	1.2	-1	0.91	2	9	-19	5.6
Cc1cccc(NC(=O)CN2CCC(NC(=O)C3CCCCC3)CC2)c1C	-7	1	1.1	-2	0.94	-2	6	-6	0.9
O=C(NS(=O)(=O)c1ccc2c(c1)OCCO2)c1ccccc1	5	2	1.1	-1	0.96	-2	4	-12	0.3
CN1C(=O)c2ccccc2Sc2ccc(NC(=O)N3CCCC3)cc21	-6	2	1	1	1.2	-4	-24	-2	-0.4
Cc1ccc(C)c(CSc2nnc(-c3cccs3)n2Cc2ccco2)c1	-6	-5	0.86	0	0.99	-2	1	14	4.9
O=C(CN1C(=O)NC2(CCc3ccccc32)C1=O)Nc1ccccc1OC(F)F (centres undefined)	3	-5	0.89	1	0.97	-1	3	11	0.3
COc1cc(C(=O)Nc2ccc(O)cc2)ccc1OC(C)=O	-3	0	1.1	32*	0.96	-3	4	-8	0.3
O=C(Nc1ccccc1Cl)c1ccc(-c2ccccn2)s1	-3	-3	0.89	-13	0.97	-1	3	11	1.5
C[C@H](CO)N1C[C@H](C)[C@@H](CN(C)S(=O)(=O)c2ccccc2)Oc2ccc(NS(=O)(=O)c3cccs3)cc2C1=O	-5	-3	0.96	0	1.1	-3	-5	4	-2.9
COc1cc([N+](=O)[O-])ccc1NC(=O)C[n+]1cccc(C)c1	-4	-1	0.93	1	0.98	-4	2	7	-0.6
COc1cc(C(=O)N/C(=C\c2cn(C)c3ccccc23)C(=O)N2CCN(C)CC2)cc(OC)c1OC	-1	-1	1.2	-2	0.98	-3	2	-16	1.8
CN(Cc1ccccc1)C(=O)CCS(=O)(=O)c1cc2c(cc1Cl)NC(=O)CO2	-7	0	1	0	1	-4	-2	0	-1.7
Cc1ccc(-c2csc(N3CCN(CCCn4c(C(F)(F)F)nc5ccccc54)CC3)n2)cc1	-8	-6	0.83	-3	0.85	-5	15	17	4.0
CCn1c(Cc2ccc(OC)cc2)nnc1SCC(=O)Nc1cccc(C(=O)OC)c1	-3	-2	0.83	2	0.96	0	4	17	0.8
COCCNC(=O)C(c1ccc(C)cc1)N(Cc1cccs1)C(=O)CCC(=O)Nc1ccccn1 (centres undefined)	-13	-2	1.1	1	0.96	-2	4	-11	0.5
COc1cc2cc(C#N)c(SCC(=O)Nc3cc(C)on3)nc2cc1OC	-6	-1	0.87	0	0.96	0	4	13	-0.9
O=[N+]([O-])c1ccc(COc2ccc(CNc3ccccc3)cc2)cc1	-4	2	0.95	-5	0.91	0	9	5	2.2
O=C(COc1ncnc2c(Cl)cc(Cl)cc12)N1CCN(S(=O)(=O)c2ccccc2)CC1	-8	-3	1.1	-7	1.1	-3	-8	-7	0.5
COc1ccc(N(C(=O)c2ccco2)C(C(=O)NC2CCCC2)c2cccs2)cc1OC (centres undefined)	-5	-2	0.8	1	0.95	-4	5	20	-2.0
COc1nc2ccccc2nc1N1CCN(c2ccc(F)cc2)CC1	-7	-5	0.89	1	0.95	-3	5	11	-1.0
COc1cccc(Oc2ccc(C(F)(F)F)cc2NC(=O)CCc2nc3ccccc3c(=O)[nH]2)c1	-3	-6	1.1	-9	0.89	-1	11	-14	-0.9
Cc1ccc(NC(=O)c2ccc(S(=O)(=O)C(F)F)cc2)c(C)c1	-5	-2	0.94	0	0.97	-5	3	6	-3.5
O=S(=O)(c1ccc(-c2nnco2)cc1)N1CCCCC1	-10	0	0.83	0	0.99	-5	1	17	1.2
Cc1cccc(NC(=O)c2ccccc2NC(=O)C2CCCCC2)c1C	-10	-1	0.98	-7	0.98	-3	2	2	1.0
CC(/C=N/NC(=O)c1cccnc1)=C\c1ccccc1	7	-4	0.98	-1	1.1	0	-5	2	3.7
COc1ccc(C=O)cc1OS(=O)(=O)c1ccccc1[N+](=O)[O-]	-5	0	1	10	1	-1	-1	-1	-4.8
COc1ccc(/C=N/c2oc(-c3ccccc3)cc2C#N)cc1	0	-2	1.1	-16	0.87	-3	13	-15	1.6
COc1ccc(OC)c(CNC(=O)C2CCC(=O)N2C(C)C)c1 (centres undefined)	-12	4	0.97	-2	0.9	-5	10	3	0.4
CC(C)=NNc1nc(-c2ccccc2)c(C)s1	-4	-5	0.87	-2	0.82	1	18	13	2.2
CCC(C)NC(=O)CSc1ncnc2sccc12 (centres undefined)	-10	0	0.92	0	1	-2	-4	8	-2.6
Cc1ccc(S(=O)(=O)c2nnn3c2nc(N2CCOCC2)c2ccccc23)c(C)c1	-10	5	0.93	5	1	-5	0	7	0.0
CC[C@]1(C(=O)OC)[C@H]2C(=O)N(C)C(=O)[C@H]2[C@H]2CN=C(SCc3ccc(OC)cc3)N21	1	/	/	2	1.1	3	-8	/	0.0
Cc1ccc(C(=O)Nc2nnc(S(=O)(=O)Nc3ccccc3C)s2)cc1C	-12	-3	1	-4	1	-4	-1	-2	-0.3
NS(=O)(=O)c1ccc(N2N=C(c3ccccc3)CC2c2ccccc2Br)cc1 (centres undefined)	8	/	/	-13	1.8	4	-76	/	1.4
CCOc1ccc(Nc2nc(Cc3nnc(SCC(=O)NC4CCCC4)n3C)cs2)cc1	23	-2	1.1	-4	0.96	-3	4	-12	-0.3
CCN(CC)S(=O)(=O)c1ccc(N2CCCCC2)c(NC(=O)/C(C#N)=C/c2ccc(OC)cc2)c1	-2	2	0.9	-1	0.88	-1	12	10	1.4
CC(=O)c1sc(NC(=O)c2cccs2)nc1C	-3	0	0.97	2	0.91	-3	9	3	-0.3
Cc1ccc(-c2nc3ccccc3c(=O)n2Cc2ccccc2)cc1	-6	0	0.98	9	0.99	-3	1	2	-0.6
CC(=O)Oc1ccc(C2C3=C(CC(C)(C)CC3=O)Nc3cc4c(cc32)OCCO4)cc1 (centres undefined)	-2	-2	1.1	1	1.1	-2	-11	-6	1.1
CCn1c(-c2cc(-c3ccccc3)sc2N)n[nH]c1=S	11	1	1.2	-7	0.91	-2	9	-19	3.8
COc1ccc(/C=N/NC(=O)c2ccc3c(c2)NC(=O)C(C)(C)O3)cc1OC	-7	0	0.89	0	0.95	-1	5	11	0.6
CCS(=O)(=O)c1nc(S(=O)(=O)c2ccc(C)cc2)c(NCc2ccccn2)s1	2	0	1.1	0	0.98	-1	2	-8	-0.2
COc1ccc(C(=O)Nc2ccc(NC(=O)c3cccs3)cc2)cc1[N+](=O)[O-]	-2	5	0.94	24*	0.9	2	10	6	-0.9
COc1ccccc1NC(=O)CCSc1nnc(-c2ccncc2)o1	-15	1	1.1	0	0.99	4	1	-8	-0.9
O=C1CC(c2cccnc2)c2cc3c(cc2N1)OCCO3 (centres undefined)	3	1	1.1	-1	0.89	1	11	-14	1.7
CC1C(=O)N(c2ccc(S(=O)(=O)N(C)C)cc2)C1(/C=C/c1ccccc1)C(=O)NC1CCCC1 (centres undefined)	-6	-2	1	28*	1.4	-3	-43	-1	4.6
Cc1ccsc1CN(C)CC(=O)Nc1ccc([N+](=O)[O-])cc1Cl	-7	-2	0.81	6	0.94	-3	6	19	0.9
CONc1nc2nonc2nc1NOC	-6	-3	0.92	0	0.95	-3	5	8	2.5
COc1cccc(-c2cc(C(=O)Nc3ccc(OC)c(OC)c3)no2)c1	-8	1	0.93	0	0.96	-2	4	7	0.7
CC1(C)CN=C(NC2CCCCC2)S1	-3	-3	0.92	3	0.95	1	5	8	2.3
COC(=O)c1cccc(C(=O)Nc2cnc3ccccc3c2)n1	-11	2	0.93	-3	1	-6	-2	7	0.2
O=C(CSC1=NS(=O)(=O)c2ccccc2N1)Nc1ccc(F)cc1	-4	-1	1.1	-9	0.94	-1	6	-8	0.3
O=C(OCC(=O)N1CCN(Cc2ccccc2)CC1)c1ccc(Cl)cc1	-6	-1	1.3	0	0.99	3	1	-29	-0.7
Cc1c(NC(=O)Nc2cccc(C#N)c2)c(=O)n(-c2ccccc2)n1C	-10	-2	1.1	-1	0.99	-5	1	-8	-0.4

Shown comma-delimited: part of the list above.
Compound,APOBEC3G inh,MIN6 prolif,hIAP activ,NR3A LBD binder,mIAP activ,A3A deaminase,mIAP inh,hIAP block,MPTP inh
CCN(CC)S(=O)(=O)c1ccc(N2CCCCC2)c(NC(=O)/C(C#N)=C/c2ccc(OC)cc2)c1,-2,2,0.9,-1,0.88,-1,12,10,1.4
CONc1nc2nonc2nc1NOC,-6,-3,0.92,0,0.95,-3,5,8,2.5
CC1C(=O)N(c2ccc(S(=O)(=O)N(C)C)cc2)C1(/C=C/c1ccccc1)C(=O)NC1CCCC1 (centres undefined),-6,-2,1,28*,1.4,-3,-43,-1,4.6

Further entries.
SMILES	APOBEC3G inh	MIN6 prolif	hIAP activ	NR3A LBD binder	mIAP activ	A3A deaminase	mIAP inh	hIAP block	MPTP inh
CN(C(=O)c1ccncc1)c1nnc(-c2cnccn2)s1	-7	-2	1.6	-2	1	-7	-2	-60	-1.3
CC(=O)NCCNC(=O)CNC(=O)c1ccc(Cl)cc1	-3	0	1	-3	0.99	1	1	-4	0.2
Cc1nnc(NC(=O)C(C)Sc2nnc(-c3ccco3)n2C)s1 (centres undefined)	1	-1	1.1	-1	1.1	-3	-6	-11	0.0
COc1ccccc1CN1CCN(C(c2ccccc2)c2ccccc2)CC1	-5	-5	0.8	-1	1	-2	-3	20	0.6
Cc1cccc(C(C#N)c2ccc(Cl)nn2)c1 (centres undefined)	-7	-2	0.98	4	0.93	-2	7	2	-2.7
CC(C)OCCCn1c(=O)c2ccccc2n2c(CCC(=O)NC3CCN(Cc4ccccc4)CC3)nnc12	-6	-1	1.2	0	1.1	-5	-8	-23	-1.2
Cc1cc(C)n2nc(SCC(=O)N3CC(C)CC(C)C3)nc2n1 (centres undefined)	-4	-3	1.1	0	1	1	0	-8	-0.1
O=C(COC(=O)c1c2c(nc3ccccc13)CCCCC2)c1ccc(Cl)s1	0	0	1.1	-10	0.99	5	1	-15	-7.3
Cc1cccc(C)c1NC(=O)C1CCCNC1 (centres undefined)	-6	-2	1	0	1	-2	0	0	0.7
CCOC(=O)CCc1c(C)n(CC)c2ncnn2c1=O	-3	3	0.92	0	0.97	-2	3	8	-1.4
CC(=O)c1ccc(NC(=O)C2(S(=O)(=O)c3ccccc3)CC2)cc1	-1	0	0.95	-1	1	-2	-4	5	-2.6
O=c1cc(N2CCN(c3ccc(F)cc3)CC2)[nH]c(=O)n1Cc1ccc(F)cc1	2	0	0.91	-1	0.87	-2	13	9	-0.3
C=CCN1C(=O)NC2(O)C(=O)c3ccccc3C12O (centres undefined)	-6	-1	1.1	-1	1.1	-4	-9	-8	-2.9
